Compound activity (PubChem)
RmlCD inh 1536 – inhibitors of Mycobacterium tuberculosis RmlC and RmlD coupled enzymes | inhibition, % at 3.6 µM | P9WH09+P9WH11 | 0.03% of 160,000 active | RmlC+RmlD coupled enzyme assay, percent inhibition; primary screen in compound mixtures; in the data active means inhibition mostly above about 34%, no sharp cut-off; inconclusive means no clear call, values can overlap the other calls; inactive means mostly below about 22%; further: some results filed as inactive read as strong as hits
Target sequence (P9WH09 whole entry, looked up): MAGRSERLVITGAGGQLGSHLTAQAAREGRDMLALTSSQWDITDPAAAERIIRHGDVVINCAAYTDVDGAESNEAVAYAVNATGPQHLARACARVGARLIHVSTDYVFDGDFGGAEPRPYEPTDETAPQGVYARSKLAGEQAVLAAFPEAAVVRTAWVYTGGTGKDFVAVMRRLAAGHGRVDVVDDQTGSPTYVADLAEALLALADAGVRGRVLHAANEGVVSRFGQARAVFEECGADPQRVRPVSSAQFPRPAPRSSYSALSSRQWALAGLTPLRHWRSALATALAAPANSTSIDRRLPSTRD
Target sequence (P9WH11 whole entry, looked up): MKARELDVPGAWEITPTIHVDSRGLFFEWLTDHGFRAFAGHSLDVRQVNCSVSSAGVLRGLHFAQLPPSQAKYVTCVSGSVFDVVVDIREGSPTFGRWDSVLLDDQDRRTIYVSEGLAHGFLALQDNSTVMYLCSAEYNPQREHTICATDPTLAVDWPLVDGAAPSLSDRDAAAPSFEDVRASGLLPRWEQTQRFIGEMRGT
GlmU inhibition – inhibition of mycobacterial GlmU enzyme – biochemical, glucosamine-1-phosphate acetyltransferase (AID 1376); 0.25% of 220,000 active; M. tuberculosis GlmU acetyltransferase enzyme assay; higher % means a stronger effect; inhibition, %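 (tested at 30 µM in the primary screen)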; hits with a dose series show IC50 in µM; in the data active means inhibition above about 13%; inconclusive means no clear call, values can overlap the other calls;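 further: 0% = complete reaction with vehicle and 100% = reaction without substrate; strong numbers were not always called active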
* hit, by the source's call; ? = inconclusive; . = no result given.

| canonical_smiles | RmlCD inh 1536 | GlmU inhibition |
| --- | --- | --- |
| O=C(NCc1cccs1)c1nc2c(nnn2Cc2ccccc2Cl)c(=O)[nH]1 | ? | 3.1% |
| CC(C)(C)C1(c2ccccc2)NC(=O)N(CC(=O)N2CCOCC2)C1=O (stereo not drawn) | 8 | 3.0% |
| Cc1ccccc1Cn1c(=N)n(CC(O)c2ccco2)c2ccccc21 (stereo not drawn) | -2 | 1.7% |
| C#CCN(N(C)c1ncc(C(F)(F)F)cc1Cl)S(=O)(=O)c1ccc2ccccc2c1 | . | 1.9% |
| CN(CCO)C1=NS(=O)(=O)c2cc([N+](=O)[O-])ccc21 | 3 | 0.9% |
| COc1cc(NC(=O)CCNS(=O)(=O)c2ccc3c(c2)CCC(=O)N3)cc(OC)c1 | -4 | 4.2% |
| COCCNS(=O)(=O)c1ccccc1 | 0 | -0.5% |
| COCCNC(=S)N1CCC(c2nc(-c3ccc(F)cc3)no2)CC1 | -4 | 7.9% |
| COc1cc2nc(-c3ccccc3)nc(N3CCCC3)c2cc1OC | . | 1.5% |
| O=C(O)c1c2c(nc3ccc(F)cc13)CCC2 | . | 8.8% |
| Cc1cccc(C(=O)NNC(=O)C(=O)NC(C)(C)C)c1 | . | 6.0% |
| COC(=O)C(O)(c1ccc(NC(=S)NC(=O)c2ccc(Cl)cc2Cl)cc1)C(F)(F)F (stereo not drawn) | -2 | -7.5% |
| COCCn1c(SCC(=O)N2CCN(c3ccccc3)CC2)nc2c(c1=O)SC(C)C2 (stereo not drawn) | . | 3.1% |
| COc1ccc(/C=C/C(=O)c2oc3ccc(F)cc3c2C)cc1 | . | 2.4% |
| NS(=O)(=O)c1ccc(NC(CNS(=O)(=O)c2ccccc2)c2ccccc2)cc1 (stereo not drawn) | 4 | -1.8% |
| Cc1cc(C)nc(/N=C(\N)C2=C(O)CC(C)(C)CC2=O)n1 | 9 | 2.0% |
| CC1(C)CC(=O)C=C(NCc2ccc(Cl)c(Cl)c2)C1 | 4 | -5.5% |
| O=[N+]([O-])c1ccc(N2CCCCC2)c2ncccc12 | 27 | -4.6% |
| O=C(Nc1cccnc1)NC1CCCCC1 | 8 | 1.2% |
| O=C(O)c1ccc2c(c1)C(=O)N(C(Cc1ccc(O)cc1)C(=O)O)C2=O (stereo not drawn) | . | -1.2% |
| Nc1nc(CCl)nc(Nc2ccc3ccccc3c2)n1 | . | -10% |
| CCCc1nc(SCC(=O)NNC(=O)c2ccc(OC)cc2)c2ccccc2n1 | . | -2.7% |
| CCOc1ccccc1NC(=O)CN(C)S(=O)(=O)c1ccc(OC)c(C)c1 | -6 | -4.0% |
| Cc1cccc(C)c1NC(=S)N(c1ccccc1)C(C)C | -2 | 0.2% |
| Nc1c(C(=O)c2ccccc2)sc2snc(SCC(=O)c3ccccc3)c12 | . | 2.9% |
| O=C(COC(=O)c1ccc(Sc2ccccc2)c([N+](=O)[O-])c1)NC1CCS(=O)(=O)C1 (stereo not drawn) | 9 | -4.3% |
| O=C(C1CC(c2ccc(F)cc2)=NO1)N1CCN(c2ccccc2)CC1 (stereo not drawn) | 3 | 0.1% |
| CCc1nc2ccccc2n1CC(O)COCC1CC=CCC1 (stereo not drawn) | 7 | 2.6% |
| Cc1cc(C)c(C#N)c(SCc2ccc3c(c2)OCO3)n1 | . | -2.3% |
| O=C(C1CC1)n1cc(C(=S)N2CCOCC2)c2ccccc21 | . | -1.4% |
| CCCCn1c(O)c(C(C)=NC(C)c2ccccc2)c(=O)[nH]c1=O (stereo not drawn) | 18 | 2.0% |
| CSCCC(C(=O)OCC(=O)c1ccc(C)c(C)c1)N1C(=O)c2cc(Cl)c(Cl)cc2C1=O (stereo not drawn) | . | -4.1% |
| Cc1ccc(-c2ccc(/C=N/O)o2)cc1[N+](=O)[O-] | 7 | -8.2% |
| CCOc1ccc2nc(N3CCC(C(=O)N4CCN(c5ccccn5)CC4)CC3)sc2c1 | 9 | 1.8% |
| CCOC(=O)c1c(-c2ccco2)csc1N | 3 | 9.5% |
| Cc1ccc(OCCn2c(NC(=O)c3ccco3)nc3ccccc32)cc1 | -5 | -2.2% |
| COc1cc(CN2CCN(c3ccccc3F)CC2)c([N+](=O)[O-])cc1OC | -4 | 2.7% |
| COc1ccc(-c2[nH]ncc2CNCCn2cccn2)c(F)c1 | . | 0.5% |
| CCOP(=O)(OCC)c1nc(-c2ccc(F)cc2)oc1NCc1ccccc1 | 3 | -2.5% |
| CCOc1cc(C)c(Cl)cc1S(=O)(=O)N(C)C | . | -4.3% |
| O=C1C(Cc2c[nH]c3ccccc23)NC(=S)N1C1CCCCC1 (stereo not drawn) | 2 | -4.1% |
| CC(/C=N/NC(=O)c1ccccn1)=C\c1ccco1 | 4 | 2.2% |
| CCCOc1ccc(C(O)(CCC)CCN2CCCCC2)cc1 (stereo not drawn) | . | -2.5% |
| O=C(c1cccnc1)N1CCN(c2ccccc2Cl)CC1 | -7 | -4.1% |
| Cc1ccc(CN2CCN(CC(=O)NC(C)c3ccc4c(c3)OCCO4)C2=O)cc1 (stereo not drawn) | -2 | 2.5% |
| CCCCCOCC1CC(C/C(C)=N/NC(N)=S)C(=O)O1 (stereo not drawn) | 0 | -9.5% |
| CCOC(=O)C1(Cc2ccccc2)CCN(Cc2cccc(OC)c2O)CC1 | -14 | 4.0% |
| Cc1ccc2c(c1)C(c1ccccc1)N(C(=O)c1ccc(S(=O)(=O)N3CCOCC3)cc1)CC(=O)N2 (stereo not drawn) | 6 | -2.7% |
| O=C(Nc1ccc(F)cc1)C(=O)c1c(O)[nH]c2ccc([N+](=O)[O-])cc12 | . | -5.5% |
| O=[N+]([O-])c1ccccc1OCCOCCOc1cccc2cccnc12 | -9 | -1.7% |
| Cc1ccc2c(C)nc(Nc3nc(CSc4nnnn4-c4ccccc4)cc(=O)[nH]3)nc2c1 | 8 | . |
| Cc1nn(C)cc1CNC(=O)c1cnn2c1NC(c1ccc(Br)cc1)CC2C(F)(F)F (stereo not drawn) | -12 | 1.9% |
| N#CC(C(=O)Nc1ccc(Cl)c(Cl)c1)=C1Nc2ccccc2N1 | -17 | 0.5% |
| Cc1nnc(NC(=O)CSc2nnc(C)n2Cc2ccccc2)s1 | . | 6.0% |
| c1ccc2c(N3CCOCC3)nc(-c3ccncc3)nc2c1 | 1 | -2.5% |
| C#CCN1C(=O)S/C(=C\c2ccc(N3CCOCC3)cc2C)C1=O | . | -2.9% |
| CCCCn1c(N)c(NCCC)c(=O)[nH]c1=O | . | 4.1% |
| Cc1cc(/C=N/n2cnnc2)c(C)n1-c1ccc(OCc2ccccc2F)cc1 | -5 | -7.1% |
| Cc1ccc(Cl)cc1NC(=O)C1CCCCC1C(=O)O (stereo not drawn) | -10 | 6.2% |
| Cc1ccc(N2C(=O)C(NC(=O)c3ccccc3F)(C(F)(F)F)C3=C2CC(C)(C)CC3=O)cc1 (stereo not drawn) | -14 | 5.6% |

Next entries follow:
| canonical_smiles | RmlCD inh 1536 | GlmU inhibition |
| --- | --- | --- |
| Cc1ccc(NC(=O)CN2C(=O)S/C(=C\c3ccc(-c4cccc(C(=O)O)c4C)o3)C2=O)cc1C | 4 | 15%* |
| CSc1nc2ccc(NC(=O)c3cc4ccccc4o3)cc2s1 | 22 | 6.2% |
| CNC(=S)N(CCc1ccc(S(N)(=O)=O)cc1)C1CC(=O)N(c2ccccc2F)C1=O (stereo not drawn) | 6 | 3.4% |
| COC(=O)c1c(-c2ccc(C)cc2)csc1NC(=S)NC(=O)c1cc(OC)cc(OC)c1 | -6 | -0.1% |
| COC(=O)c1ccc(NC(=S)NC2CC(C)(C)NC(C)(C)C2)cc1 | -5 | 3.0% |
| Cc1cccc(NC(=S)N/N=C/c2cccc(O)c2)c1C | -9 | 0.3% |
| CC(C)C1Oc2ccccc2N(CC(=O)N(Cc2ccccn2)CC2CCCO2)C1=O (stereo not drawn) | -57 | -1.2% |
| CCOc1cc(/C=C2\SC(=O)N(c3ccc(O)cc3)C2=O)ccc1O | . | 6.7% |
| CC(=O)N1C(O)CC(C)N1c1ccccc1 (stereo not drawn) | -9 | 4.6% |
| Nc1c(Cl)ncnc1N1CCOCC1 | 8 | 4.7% |
| Cc1cccc(-n2c(N)cc(=O)nc2SC(C)C(=O)NC2CCCCC2)c1 (stereo not drawn) | 0 | -2.0% |
| Cc1ccc(C)c(C(=O)CSc2n[nH]c(C)n2)c1 | -8 | -1.5% |
| COc1ccc(C(=O)NC2CCN(C(=S)Nc3ccc(C)c(C)c3)CC2)cc1 | 5 | -2.5% |
| CC(=O)Nc1ccc(Oc2cc(N)cc([N+](=O)[O-])c2)cc1 | . | -8.6% |
| CC(C)OCCCNS(=O)(=O)c1ccc2ccccc2c1 | 5 | -2.3% |
| COc1ccc(CSc2nnnn2C)cc1[N+](=O)[O-] | 7 | 2.8% |
| Cc1cc(CN(C)C(=O)c2cc(COc3ccc(F)cc3Cl)on2)n[nH]1 | -10 | -3.5% |
| Cc1cc(=O)oc2ccc(OCC(=O)NCc3ccco3)cc12 | 6 | -1.1% |
| Nc1c(C(=O)Nc2ccccc2)sc2nc(-c3ccco3)ccc12 | 7 | 4.0% |
| C=CCN1CCN(C(c2ccc(Cl)cc2)c2nnnn2CCc2ccc(OC)c(OC)c2)CC1 (stereo not drawn) | ? | 1.4% |
| Cc1nc(C)c(-c2csc(Nc3cccc(O)c3)n2)s1 | 4 | 5.3% |
| O=C(Nc1cccc(S(=O)(=O)N2CCCCC2)c1)c1cnccn1 | -8 | -0.1% |
| COc1ccc(-c2nc3ccccc3n2OCC(=O)O)cc1 | . | -5.8% |
| CCC(=O)Nc1c(C)ccc2nsnc12 | -7 | 4.2% |
| COc1ccc(CCNC(=O)C(=O)Nc2ccc3c(c2)OCO3)cc1OC | 9 | -6.3% |
| COCCCNC(=O)CNC(=O)c1cn(-c2ccccc2OC)c(=O)c2ccccc12 | 2 | 0.6% |
| O=C(CCSc1ccccc1)NCCSCc1ccco1 | -4 | -4.0% |
| CN(C)S(=O)(=O)c1ccc(C(=O)OCC(=O)Nc2sc3c(c2C#N)CCCCC3)cc1 | 6 | 1.4% |
| COC(=O)C1=C(c2cc3ccccc3o2)C[C@@H]2CC[C@H]1N2C(=O)NCc1ccc(C(F)(F)F)cc1 | . | -1.7% |
| N#CC1=C(N)Oc2n[nH]c(-c3ccccc3)c2C1c1cccc(OC(=O)N2CCOCC2)c1 (stereo not drawn) | -2 | -5.1% |
| C/C(CC(=O)NC12CC3CC(CC(C3)C1)C2)=N\NC(=O)c1ccc(C)cc1 | -5 | -5.8% |
| CCc1nnc(NS(=O)(=O)c2ccc(NC(=O)/C=C/c3ccc(F)cc3)cc2)s1 | 4 | -0.3% |
| COc1ccc(NC(=O)C2CCCN(S(=O)(=O)c3cccnc3)C2)cc1OC (stereo not drawn) | . | 1.2% |
| O=C(COC(=O)Cc1ccc(Cl)cc1)Nc1ccccc1-c1ccccc1 | 9 | 1.6% |
| O=C(COC(=O)C1CC2C=CC1C2)Nc1ccccc1F (stereo not drawn) | . | -3.8% |
| Cc1noc(/C=C/N(C)C)c1S(=O)(=O)N1CCCC(C(=O)N2CCCCC2)C1 (stereo not drawn) | -11 | 0.0% |

Part of the list above in order of molar mass, rising.
| canonical_smiles | RmlCD inh 1536 | GlmU inhibition |
| --- | --- | --- |
| O=C(COC(=O)C1CC2C=CC1C2)Nc1ccccc1F (stereo not drawn) | . | -3.8% |
| O=C(CCSc1ccccc1)NCCSCc1ccco1 | -4 | -4.0% |
| COc1ccc(CCNC(=O)C(=O)Nc2ccc3c(c2)OCO3)cc1OC | 9 | -6.3% |
| O=C(COC(=O)Cc1ccc(Cl)cc1)Nc1ccccc1-c1ccccc1 | 9 | 1.6% |
| COCCCNC(=O)CNC(=O)c1cn(-c2ccccc2OC)c(=O)c2ccccc12 | 2 | 0.6% |
| N#CC1=C(N)Oc2n[nH]c(-c3ccccc3)c2C1c1cccc(OC(=O)N2CCOCC2)c1 (stereo not drawn) | -2 | -5.1% |

Next part
| canonical_smiles | RmlCD inh 1536 | GlmU inhibition |
| --- | --- | --- |
| O=C(CCn1nnc2ccccc21)Nc1nnc(COc2ccc(F)cc2)s1 | . | 1.9% |
| Clc1ccccc1CSc1nnc(-c2ccco2)c(-c2ccco2)n1 | -11 | 5.0% |
| COc1ccc(-c2c[n+]3c(n2-c2ccc(C)cc2)CCCCC3)cc1 | 4 | 0.8% |
| COCCNC(=S)N/N=C(\C)c1ccc2cc(OC)ccc2c1 | . | -0.1% |
| CCSC1=C(C#N)C(c2cccc(OC)c2)CC(=O)N1 (stereo not drawn) | -5 | 1.6% |
| CC1Cc2ccccc2N1S(=O)(=O)c1cccc(C(=O)NC2CC2)c1 (stereo not drawn) | 28 | 2.7% |
| CN(C)CCCNC(=O)c1ccccn1 | 12 | -2.4% |
| CN(C)C(=O)c1cc(S(=O)(=O)N(C)C)c(Cl)cc1N1CCCC1 | 11 | 1.9% |
| C#CCNc1nc(CC)nc2c1nnn2Cc1ccccc1F | 8 | 7.1% |
| CCCC(=O)NC(=S)Nc1cc(-c2nc3ncccc3o2)ccc1C | 7 | -4.0% |
| c1ccc2c(c1)nc1sccn12 | . | 2.6% |
| O=C(Nc1ccc2c(c1)nc1n2CCSC1)c1ccccc1 | . | 9.2% |

Copied from the list:
GlmU inhibition result of `c1ccc2c(c1)nc1sccn12` reads 2.6%
GlmU inhibition result of `CCSC1=C(C#N)C(c2cccc(OC)c2)CC(=O)N1` (stereo not drawn) reads 1.6%

More results
| canonical_smiles | RmlCD inh 1536 | GlmU inhibition |
| --- | --- | --- |
| CC1CCC2(CC1)NC(=O)N(CC(=O)Nc1cccc(S(=O)(=O)N3CCOCC3)c1)C2=O (stereo not drawn) | 6 | 5.1% |
| COc1ccc(S(=O)(=O)N2CCOCC2)cc1NC(=O)CSc1n[nH]c(=O)n1C1CC1 | 7 | -3.6% |
| Cc1ccc2cc(CN(Cc3ccco3)C(=O)NC3CCCCC3)c(=O)[nH]c2c1C | . | -6.6% |
| Oc1ccc(/C=N/Nc2cccc3cccnc23)c(O)c1 | . | -2.7% |

Not all compounds are listed (hit frequency here may not be typical).
